Screening results deposited in PubChem BioAssay by several laboratories.
MOR-DOR inv ag – inverse agonists of MOR-DOR heterodimerization, primary screen, cell-based, luminescence. cell-based MOR-DOR heterodimer luminescence, inverse agonism. AID 504357, 2011. Mu-type opioid receptor (Homo sapiens) + Delta-type opioid receptor (Homo sapiens), …. inhibition, % at 9.3 µM. hit rate 0.21% among 340,000; in the data active means inhibition above about 22%, passing the limit was not always enough;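 further: 0% = cells with DMSO and 100% = wells without cells with DMSO; values of inactives mirror those of a sister screen read the other way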
Target sequence (P35372 whole entry, looked up): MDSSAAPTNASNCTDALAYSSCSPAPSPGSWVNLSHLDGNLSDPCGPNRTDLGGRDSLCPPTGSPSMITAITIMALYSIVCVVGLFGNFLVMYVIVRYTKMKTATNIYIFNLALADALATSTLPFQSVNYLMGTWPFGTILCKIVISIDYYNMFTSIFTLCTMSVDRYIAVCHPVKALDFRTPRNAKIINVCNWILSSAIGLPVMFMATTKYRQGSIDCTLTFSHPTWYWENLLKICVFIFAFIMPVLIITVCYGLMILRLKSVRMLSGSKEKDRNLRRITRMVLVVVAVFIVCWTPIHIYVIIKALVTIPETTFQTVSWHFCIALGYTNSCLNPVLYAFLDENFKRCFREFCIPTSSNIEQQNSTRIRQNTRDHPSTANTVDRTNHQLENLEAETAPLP
Target sequence (P41143 whole entry, looked up): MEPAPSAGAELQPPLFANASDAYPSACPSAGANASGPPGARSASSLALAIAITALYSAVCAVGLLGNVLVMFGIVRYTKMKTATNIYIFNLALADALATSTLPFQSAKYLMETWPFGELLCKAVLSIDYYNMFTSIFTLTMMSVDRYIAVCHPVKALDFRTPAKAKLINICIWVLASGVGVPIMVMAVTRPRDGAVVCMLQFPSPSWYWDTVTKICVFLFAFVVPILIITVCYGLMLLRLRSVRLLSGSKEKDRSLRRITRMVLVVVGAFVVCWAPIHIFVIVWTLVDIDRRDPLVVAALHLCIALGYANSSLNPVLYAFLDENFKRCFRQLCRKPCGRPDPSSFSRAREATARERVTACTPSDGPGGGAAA
RTF Ca sens inh – cardiac RTF calcium sensitivity inhibitors, primary screen, biochemical, IANBD-TnC fluorescence, EC70 calcium | Troponin I, cardiac muscle (Homo sapiens) + Troponin T, cardiac muscle (Homo sapiens) + … | IANBD-labeled cardiac RTF, Ca2+ fluorescence | inhibition, % at 7.15 µM | hit rate 0.12% among 340,000;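 active means inhibition above the mean inhibition of all tested compounds plus 3 SD, cut at about 17% in these data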;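 further: assay run at fixed EC70 calcium of 1.6 mM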
V-ATPase pH – regulators of yeast V-ATPase proton pumping, primary screen, pHLuorin cytosolic pH fluorescence; hit rate 0.37% among 350,000; response, % at 10 µM; S. cerevisiae; in the data active means response mostly above about 7.3%, no sharp cut-off; inactive means mostly below about 5.4%; further: actives read high; inactives centre near 0; some compounds called inactive have numbers as strong as hits; reference of the scale not given here
Wnt act – Wnt/beta-catenin pathway activators, primary screen, cell-based, plate reader, single point; AID 743398, 2014; activation, % at 9.35 µM; Wnt/beta-catenin reporter cell assay, activator; hit rate 1.2% among 300,000; in the data active means activation above about 30%, passing the limit was not always enough;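 further: 0% = neutral control wells and 100% = positive control wells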
Keap1-Nrf2 PPI – Keap1-Nrf2 protein-protein interaction inhibitors, primary screen, biochemical, fluorescence polarization, single point | Kelch-like ECH-associated protein 1 (Homo sapiens), Q14145 | Keap1 Kelch-Nrf2 peptide fluorescence polarization, 1536-well | inhibition, % at 9.4 µM | hit rate 0.15% among 340,000; in the data active means inhibition above about 12%;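 further: human Keap1 Kelch domain with fluorescein labeled Nrf2 9mer peptide probe; 0% = neutral control wells and 100% = peptide positive control; higher means more block of Keap1 binding to Nrf2 peptide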
RTF Ca sens act – cardiac RTF calcium sensitivity activators, primary screen, biochemical, IANBD-TnC fluorescence, EC20 calcium; Troponin I, cardiac muscle (Homo sapiens) + Troponin T, cardiac muscle (Homo sapiens) + …; IANBD-labeled TnC RTF fluorescence at EC20 calcium; 0% EC20 calcium, 100% full calcium; activation, % at 7.2 µM; hit rate 0.24% among 340,000;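 active means activation above the mean over all tested compounds plus 3 SD, cut at about 30% in these data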;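 further: rise in fluorescence read as greater calcium sensitivity of cardiac thin filaments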
DSG3 Ab inh – inhibitors of pemphigus antibody binding to DSG3, primary screen, biochemical, bead-based, flow cytometry, scFv-GFP; Desmoglein-3 (Homo sapiens), P32926; DSG3-coupled beads, scFv-anti-DSG3-GFP binding; stronger effect = lower value; binding (percent of control), % at 10 µM; hit rate 0.48% among 310,000;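 active means binding more than 3 SD below its plate's average and above zero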; further: some compounds called inactive have numbers as strong as hits
C-LANA FP – inhibitors of KSHV C-LANA binding to DNA, primary screen, biochemical, fluorescence polarization, FAM-LBS DNA, MBP-C-LANA, single point. inhibition, % at 9 µM. hit rate 0.078% among 340,000. AID 504423, 2011;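 active means highest replicate inhibition at or above 60% at 9 µM, even if other replicates fall short; inactive means all replicates below 60% inhibition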;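 further: 0% = neutral control wells and 100% = 4 µM acridine orange control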
MOR-DOR ag – agonists of OPRM1-OPRD1 heterodimerization, primary screen, cell-based, luminescence. activation, % at 9.3 µM. cells. hit rate 0.3% among 340,000; in the data active means activation above about 18%;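 further: 0% = vehicle-treated cells and 100% = reference agonist; values of inactives mirror those of a sister screen read the other way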
Arr AP2 block – inhibitors of beta-arrestin/AP2 binding, primary screen, biochemical, GPCR trafficking, flow cytometry; FITC-arrestin peptide / GST-AP2 beads; AP2 beta2 appendage carries R879A mutation; beta-arrestin 1 C-terminal peptide binding to AP2 beta2-adaptin appendage (human); hit rate 0.31% among 340,000; inhibition, % at 10 µM;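 active means inhibition above a set limit, near 3 SD of compounds lacking own fluorescence, cut at about 54% in these data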;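 further: plate controls were DMSO wells for no effect and 5 µM unlabelled arrestin peptide for full effect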
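Test system: GST-tagged AP2 beta2-adaptin appendage (R879A) on 4 µm glutathione beads; also added: fluorescein-tagged arrestin peptide at 50 nM final; timing: 12 min plus 1 h, RT; signal: flow cytometry, FL1 (488/535 nm); read-out: percent drop in bead-associated FITC signal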
* marks the source's active call; other numbers are inactive results; x = no result given.

Every second line gives: RTF Ca sens inh	C-LANA FP	V-ATPase pH	Wnt act	Keap1-Nrf2 PPI	MOR-DOR ag	Arr AP2 block	MOR-DOR inv ag	DSG3 Ab inh	RTF Ca sens act
CC(=O)C1=C(O)C(=O)N(c2ccccn2)C1c1cccc(F)c1 (centres undefined)
 : 0	0.3	2	3	-3	-3.0	9	14	102	-3
O=C(O)CNS(=O)(=O)c1ccc(Br)s1
 : -2	-2.3	3	x	-3	-1.5	-10	7	105	-4
Cc1ccc(S(=O)(=O)N2CCN(C(=O)CNC(=O)c3ccc(Br)o3)CC2)cc1
 : -6	0.3	-1	-4	-6	-0.4	-7	2	98	2
CC(=O)c1sc(=S)n(-c2ccccc2)c1C
 : -6	-0.1	-1	-1	-5	-2.0	0	10	94	8
COc1ccc(N2CCN(C(=O)c3cc4cc(Cl)ccc4[nH]3)CC2)cc1
 : -7	1.4	2	4	-3	-1.0	28	6	97	-2
CC(C)C(O)P(=O)(OCc1ccccc1)c1ccc(N(C)C)cc1 (centres undefined)
 : 1	-1.0	-2	x	-2	-2.8	7	13	108	3
CCOC(=O)c1sc(NC(=O)CSc2nnc(-c3ccc(OC)cc3)n2CCOC)nc1C
 : 5	1.6	0	x	-9	-1.0	-2	5	107	-5
COCC(=O)N1CCc2ccc(NC(=O)c3ccccc3Cl)cc2C1
 : 0	0.8	2	-1	3	-0.4	5	2	97	1
CC(C)Sc1ccc(C(=O)Nc2ccc(F)cc2F)cn1
 : -9	0.1	-5	49*	-10	1.2	-8	-6	68*	10
CSc1ccc(S(=O)(=O)Nc2ccc(S(=O)(=O)Nc3ccc(C)cc3)cc2)cc1
 : -2	1.1	1	x	1	1.1	-4	-6	101	-5
COc1ccccc1OCc1nnc(SCC(=O)Nc2ccc(C)cc2)n1C
 : -7	-1.3	8	x	-1	-0.5	3	3	104	1
Cc1cc(Br)ccc1SCC(=O)OCC(=O)Nc1ccc2[nH]c(=O)[nH]c2c1
 : -9	-0.4	1	1	1	-2.1	11	8	102	0
N#C/C(=C\Nc1ccc2c(c1)OCCO2)c1nc(-c2ccccc2)cs1
 : 3	-0.5	0	-6	-1	-0.2	18	1	107	-2
Cc1ccc(C)c(S(=O)(=O)Nc2ccccc2C(=O)Nc2ccc(S(=O)(=O)Nc3ncccn3)cc2)c1
 : -6	1.7	-1	-2	1	-2.3	6	12	97	1
O=C(OCC(=O)N1CCCCC1)c1cccc(NS(=O)(=O)c2ccccc2)c1
 : -12	0.0	8	-1	2	-4.0	33	20	104	2
COCCNC(=O)c1c(CSc2ccc(F)cc2)noc1C(=O)NCc1ccccc1
 : -4	3.5	-2	-2	2	3.2	12	-18	104	-10
CC(=O)C(C(c1ccccc1)c1c[nH]c2ccccc12)[N+](=O)[O-] (centres undefined)
 : -4	2.1	3	4	-6	2.5	2	-12	107	4
CC(C)Oc1ccc(CNS(=O)(=O)c2csc(C(N)=O)c2)cc1
 : 2	-0.1	4	0	-1	-0.4	7	2	99	-3
CC1CC(C)CN(C(=O)COC(=O)COc2ccccc2C#N)C1 (centres undefined)
 : -8	-0.2	1	1	0	0.2	20	-1	98	-1
COc1ccc(OC)c2c(N)c(C#N)c(C(F)(F)C(F)(F)F)nc12
 : -2	-0.6	1	-7	-1	-1.9	-8	11	104	3
Cc1ccc2[nH]c(=O)c(CN(Cc3ccco3)S(=O)(=O)c3c(C)ccc4nsnc34)cc2c1
 : -5	-1.4	-3	-3	3	-0.1	5	1	80	6
COc1ccc(Oc2nc(-c3ccccn3)nc3ccccc23)cc1
 : x	x	0	17	x	x	7	x	104	x
Nc1c(S(=O)(=O)c2ccccc2)csc1C(=O)O
 : -2	-0.1	-5	-9	-4	2.4	-11	-12	80	8
COc1ccc(/C=C/CN2CCC(n3nccc3NC(=O)C3CCCC3)CC2)cc1
 : 1	0.9	2	3	2	-4.1	-29	24	115	8
Cc1c(Br)c([N+](=O)[O-])nn1C(C)C(=O)NCc1cccnc1 (centres undefined)
 : 1	-0.7	-6	x	-1	-4.0	-8	22	98	-2
CC(=O)c1ccc(NC(=O)/C(=C\c2ccccc2)NC(=O)c2ccco2)cc1
 : x	-0.3	0	-2	0	x	0	x	103	x
O=C(CSc1nnc(CNC(=O)c2cccs2)o1)NC1CCCC1
 : -4	0.6	7	-5	0	-0.1	34	1	98	1
CCSc1ccccc1C(=O)NC1CCCCC1
 : -3	-2.2	-1	-2	-7	-1.9	11	10	97	7
CCCOc1c(Br)cc(C(N)=O)cc1OCC
 : 3	-0.5	-2	-2	0	-2.5	2	13	101	-8
COc1ccc(C(=O)Oc2cc(C)[nH]c(=O)c2[N+](=O)[O-])c(OC)c1
 : 3	9.0	-1	-1	-4	1.1	12	-7	98	-1
O=C(c1ccccc1)c1ccc(OCCO)cc1
 : 5	-1.6	1	0	0	0.8	48	-5	109	0
CN(C)c1ccc(NC(=O)c2ccc(COc3cccc(Cl)c3)o2)cc1
 : -8	-1.6	2	x	1	0.0	21	0	97	-3
O=C(NNC(=S)NC1CCCCC1)c1cccc(S(=O)(=O)Nc2ccccc2Cl)c1
 : 4	-0.7	0	-2	8	-2.6	-7	13	84	-10
CCOC(=O)Cn1cc(C#N)c2cccc(CC)c21
 : -15	-1.4	0	-1	-1	-0.6	-4	3	100	8
CCCCn1nc(C(=O)Nc2ccccc2N2CCCC2)c2ccccc2c1=O
 : -12	0.6	7	0	-3	0.8	21	-3	98	3
O=C(NCc1n[nH]c(=O)c2ccccc12)C1CC(=O)N(c2ccccc2)C1 (centres undefined)
 : -5	-0.5	0	1	1	-2.8	-9	15	94	-1
Cc1ccc(NC(=O)C(=O)C2C(=O)Nc3ccccc32)cc1 (centres undefined)
 : 1	1.7	1	-2	-3	2.2	-8	-12	95	-3
C=CCn1c(SCc2nc3sc(C(=O)O)c(C)c3c(=O)[nH]2)nnc1-c1ccc(F)cc1
 : 6	-0.8	-3	0	5	-0.6	-4	4	100	-4
c1ccc(CNc2ccccn2)cc1
 : -5	-0.8	0	0	-5	-2.2	-1	11	119	-2
Cc1cccc2c1NC1(CCCC1)CC2C (centres undefined)
 : x	x	-4	13	x	x	9	x	101	x
CN(C(=O)Cn1cnc([N+](=O)[O-])n1)C1CCCCC1
 : -14	1.4	-1	-1	-3	-0.7	3	4	90	0
COc1cc2cc(Oc3ccc4ccc(=O)oc4c3)c(=O)oc2cc1OC(C)=O
 : 0	-0.3	3	-1	0	-2.2	14	11	104	3
CCCOc1ccc(CC(=O)NCCc2ccccc2)cc1OC
 : -2	-1.5	2	0	0	-1.6	21	7	94	0
COc1ccc(-n2c(SCC(=O)Nc3cc(C)on3)nc3c(c2=O)SCC3)cc1
 : -8	0.5	4	0	-1	0.1	12	-1	73	7
Cc1ccc(N2C(=O)CS/C2=N\C(=S)Nc2ccccc2)cc1
 : x	x	-5	-2	x	x	16	x	104	x
CCOC(=O)c1cc(C(=O)OCC)c(=O)[nH]c1C
 : -10	-0.4	-5	5	0	-0.7	-4	3	x	2
Cc1cc(C)nc(S/C=C/C(=O)c2ccccc2)n1
 : 0	-1.5	4	-12	-5	-3.0	-7	15	x	-2
CCNC(=O)NC(=O)C(C)OC(=O)c1ccc(SC)cc1OC (centres undefined)
 : -4	1.8	-2	7	-5	-2.1	-10	11	102	-1
Cc1csc(=O)n1CC(=O)Nc1ccc(S(C)(=O)=O)cc1
 : -2	0.0	-4	0	-2	-3.2	-9	16	x	0
CC1=C(C#N)C(NC(=O)c2ccc(C)cc2)(C(F)(F)F)C(=O)N1 (centres undefined)
 : -10	-1.5	1	x	-2	-0.9	2	5	102	6
CCCC(=O)c1ccc(N2CCN(S(=O)(=O)c3ccccc3)CC2)c(F)c1
 : -8	-1.0	4	x	6	0.2	14	-1	94	-8
COc1ccc(C2CC(c3ccc(Br)cc3)=NN2C(=S)Nc2ccccc2)cc1 (centres undefined)
 : -11	-2.8	1	6	-1	-0.9	-1	4	99	-2
CCOc1ccc(S(=O)(=O)n2nc(C)cc2C)c2ccccc12
 : -3	-0.2	2	x	-8	-0.7	-6	4	102	1
Cn1nc(CSc2ccccc2)c(C=O)c1Cl
 : -11	-1.3	0	4	0	-2.9	20	15	97	-1
O=C(O)C(Cc1ccccc1)N=C(NS(=O)(=O)c1ccccc1)c1ccccc1 (centres undefined)
 : -3	0.8	4	-1	-1	-0.9	1	4	x	-5
Cc1[nH]n(-c2ccccc2)c(=O)c1/C=N\NC(=O)C1COc2ccccc2O1 (centres undefined)
 : 4	0.6	-1	x	5	-0.1	23	1	113	2
C=C(C)Cn1c(SCC(=O)N/N=C/c2c(O)ccc3ccccc23)nc2ccccc2c1=O
 : 1	3.0	-1	x	-3	-2.0	-7	12	95	1
CCCCC(CC)C1OCC(CN2CCCC2)O1 (centres undefined)
 : -6	-1.2	0	-1	-3	-3.3	7	18	101	-2
CC(=O)N1CCN(S(=O)(=O)c2cccc(C(=O)OCC(=O)NC(=O)c3cccn3C)c2)CC1
 : 4	0.4	0	x	-2	-0.8	-3	4	96	1
COc1cc(/C(C)=N/NC(=O)c2ccc(CSc3nncn3C)cc2)cc(OC)c1OC
 : -10	-1.1	-3	-1	3	2.0	28	-11	103	-1

Remaining list, next part:
Every second line gives: RTF Ca sens inh	C-LANA FP	V-ATPase pH	Wnt act	Keap1-Nrf2 PPI	MOR-DOR ag	Arr AP2 block	MOR-DOR inv ag	DSG3 Ab inh	RTF Ca sens act
O=C(NCCc1csc(-c2ccccc2)n1)c1c(F)cccc1Cl
 : -9	0.0	1	x	-4	0.1	11	-1	88	1
Clc1cccc(Cl)c1-c1noc(CN2CCOCC2)n1
 : -12	0.8	4	-1	-1	-2.0	-2	11	106	-2
C=CCn1c(Cc2csc(N)n2)nnc1SCC(=O)Nc1ccc(C(=O)OCC)cc1
 : -1	-0.4	0	-8	-6	-4.2	-3	19	x	-5
CCOC(=O)N1CCN(C(=O)C2CCCN(c3ncnc4c3sc3cccc(F)c34)C2)CC1 (centres undefined)
 : 2	-0.4	-1	1	-4	-0.3	-8	2	100	0

Hits appear at their usual frequency. Share with any hit: about 3.1%.
